High-throughput results as filed in PubChem BioAssay.
TbMetRS inhib: T. brucei MetRS inhibitors, primary screen, biochemical, luminescence; methionyl-tRNA synthetase (Trypanosoma brucei brucei); purified T. brucei MetRS, ATP depletion, Kinase-Glo luminescence; inhibition, % at 11.9 µM; 360,000 compounds, 0.4% hits; AID 624268, 2012;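 active = inhibition above a per-plate cutoff of the control wells' mean inhibition plus 3 SD, cut at about 5.5% in these data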;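 note: 0% = DMSO wells median and 100% = median of wells with control inhibitor compound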
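Dosing: 11.9 µM single point; system: parasite MetRS enzyme; technique: luminescence of leftover ATP; times: 15 min enzyme-compound preincubation, 2 h reaction, 10 min detection, 25 °C; replicates: each compound tested once; read-out basis: percent inhibition relative to median high and low control wells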
NadD inh: inhibitors of S. aureus NadD, primary screen, biochemical, colorimetric, uHTS; 360,000 compounds, 0.78% hits; purified NadD enzyme, colorimetric absorbance read-out; inhibition, % at 20 µM; in the data active = inhibition above about 26%; note: some compounds past the cut are filed as inactive
Scp-1 inhibitor: Scp-1 phosphatase inhibitors, primary screen, biochemical, colorimetric, uHTS. Carboxy-terminal domain RNA polymerase II polypeptide A small phosphatase 1 (Homo …. Recombinant Scp1, phosphopeptide, malachite green phosphate absorbance. inhibition, % at 20 µM. 340,000 compounds, 0.88% hits. AID 493091, 2011;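 active = inhibition above about 50% at 20 µM, limit read from the data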;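 note: plate controls were DMSO wells with enzyme for no effect and wells lacking enzyme for full effect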
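Incubation: 45 min enzyme reaction at room temperature / System: truncated SCP-1 phosphatase (76-261aa) / Reagent: Phospho 17-mer peptide substrate / Buffer or medium: Acidic Tris acetate buffer with magnesium and detergent / Signal: absorbance at 630 nm / Doses: one concentration, 20 µM, with 1.0% DMSO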
DNMT1 block: human DNMT1 methyltransferase inhibitors, primary screen, biochemical, molecular beacon, fluorescence, HinP1I cleavage, uHTS | DNA (cytosine-5)-methyltransferase 1 (Homo sapiens), P26358 | inhibition (reported as % activation of signal), % at 10 µM | 360,000 compounds, 0.83% hits; in the data active = inhibition above about 50%
SKN-1 block: suppressors of acrylamide-induced Pgst-4::GFP reporter in worms, primary screen, SKN-1 inhibitor project, whole organism, uHTS, GFP/RFP fluorescence ratio, strain VP596. AID 624304, 2012. C. elegans VP596 Pgst-4::GFP/RFP ratio, 24 h. inhibition, % at 21.8 µM. 360,000 compounds, 0.49% hits;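 active = interference check ratio from 0.5 to 1.5 plus GFP to RFP signal ratio inhibition reaching or exceeding a fixed threshold, cut at about 30% in these data, passing the limit was not always enough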; note: some compounds called inactive have numbers as strong as hits
LMPTP inh: LMPTP phosphatase inhibitors, primary screen, biochemical, fluorescence intensity, uHTS. Low molecular weight phosphotyrosine protein phosphatase (Homo sapiens), P24666. recombinant LMPTP-A, OMFP fluorogenic substrate. inhibition, % at 20 µM. 360,000 compounds, 0.22% hits. AID 651560, 2012;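 active = compounds that cut the enzyme signal by at least half of the control window in the single-dose screen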;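 note: plate controls were DMSO wells with enzyme plus substrate for no effect and substrate without enzyme for full effect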
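Test system: LMPTP-A phosphatase enzyme; input: 0.625 nM LMPTP-A final; reagent: OMFP substrate, 400 µM final; compound dosing: 20 µM single dose, 3% DMSO; incubation: 50 min dark incubation at room temperature; measured by: endpoint fluorescence intensity from OMFP dephosphorylation; measure: % inhibition relative to no-enzyme and uninhibited control wells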
CendR NRP1 mod: modulators of CendR peptide binding to NRP-1, primary screen, biochemical, fluorescence polarization, uHTS | Neuropilin-1 (Homo sapiens), O14786 | FAM-RPARPAR peptide binding to NRP-1 | inhibition, % at 25 µM | 360,000 compounds, 0.85% hits | AID 602438, 2012;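 active = inhibition or corrected inhibition above about 18%, plus a signal ratio from 0.5 to 1.5, limit read from the data, passing the limit was not always enough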; note: strong numbers were not always called active
Target sequence (O14786 whole entry, looked up): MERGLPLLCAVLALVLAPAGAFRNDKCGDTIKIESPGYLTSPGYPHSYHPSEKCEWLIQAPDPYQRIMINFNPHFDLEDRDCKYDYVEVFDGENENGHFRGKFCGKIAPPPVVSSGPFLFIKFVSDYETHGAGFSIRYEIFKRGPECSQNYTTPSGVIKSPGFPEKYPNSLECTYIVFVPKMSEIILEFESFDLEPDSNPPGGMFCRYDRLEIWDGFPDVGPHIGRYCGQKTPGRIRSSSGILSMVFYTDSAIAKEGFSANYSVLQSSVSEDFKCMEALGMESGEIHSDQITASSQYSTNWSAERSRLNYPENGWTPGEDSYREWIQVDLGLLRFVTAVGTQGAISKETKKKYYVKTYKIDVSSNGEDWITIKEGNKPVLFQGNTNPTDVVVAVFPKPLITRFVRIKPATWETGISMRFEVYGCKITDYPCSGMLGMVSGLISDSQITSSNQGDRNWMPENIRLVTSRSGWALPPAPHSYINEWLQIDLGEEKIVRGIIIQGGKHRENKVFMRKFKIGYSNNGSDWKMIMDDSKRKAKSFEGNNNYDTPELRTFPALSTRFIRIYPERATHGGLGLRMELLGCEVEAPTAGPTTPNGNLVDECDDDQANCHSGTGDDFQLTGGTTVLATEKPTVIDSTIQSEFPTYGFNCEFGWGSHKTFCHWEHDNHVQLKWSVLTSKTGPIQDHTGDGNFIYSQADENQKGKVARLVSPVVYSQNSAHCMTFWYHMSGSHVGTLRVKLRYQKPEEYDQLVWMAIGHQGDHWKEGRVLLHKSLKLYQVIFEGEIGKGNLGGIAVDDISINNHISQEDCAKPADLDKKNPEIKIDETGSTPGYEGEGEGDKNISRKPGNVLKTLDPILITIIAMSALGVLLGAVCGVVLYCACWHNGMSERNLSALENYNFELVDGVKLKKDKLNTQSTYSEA
STEP inh: STEP phosphatase inhibitors, primary screen, biochemical, fluorescence intensity, uHTS. Tyrosine-protein phosphatase non-receptor type 5 (Homo sapiens), P54829. recombinant STEP, OMFP fluorogenic substrate. AID 588621, 2011. inhibition, % at 20 µM. 360,000 compounds, 0.25% hits;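 active = inhibition at 20 µM, scaled per plate between control wells, above about 37%, limit read from the data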;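 note: 0% = DMSO with enzyme and substrate and 100% = substrate only without enzyme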
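material = STEP tyrosine phosphatase | reagent = fluorogenic phosphatase substrate OMFP at 25 µM final | doses = single compound dose of 20 µM, 1% DMSO final | schedule = 20 min reaction, room temperature, in the dark | measured by = fluorescence, 480/540 nm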
SUMO1-SIM PPI: modulators of SUMO1 protein-protein interactions, primary screen, biochemical, uHTS | SUMO1 binding to a labelled peptide, TR-FRET, 1 h | 360,000 compounds, 0.33% hits | inhibition, % at 20 µM | AID 602429, 2012 | Small ubiquitin-related modifier 1 (Homo sapiens), P63165; in the data active = inhibition above about 37%
Neddylation inh: inhibitors of cullin neddylation, primary screen, biochemical, TR-FRET, uHTS, NAE and Ubc12. calls only at 25 µM. 360,000 compounds, 0.58% hits; in the data active = inhibition above about 36%
* marks the source's active call; other numbers are inactive results; i = inactive; x = no result given. Outcome played no part in choosing rows; overall some 4.6% were active at least once.

Second line of a record: SKN-1 block	LMPTP inh	NadD inh	CendR NRP1 mod	TbMetRS inhib	Neddylation inh	DNMT1 block	SUMO1-SIM PPI	Scp-1 inhibitor	STEP inh
CC(C)(C)SCCNC(=O)/C=C/c1cccc([N+](=O)[O-])c1
  2	-1.5	1	12	-0.2	i	0	-22	-5	-1
CCOC(=O)c1c(NC(=O)c2cccs2)sc(C(=O)N2CCOCC2)c1C
  -3	2.1	2	-11	-0.1	i	2	-11	-9	-1
O=C(Nc1nc2ccccc2[nH]1)C1CCCC1
  6	-0.4	-8	8	-0.2	i	4	-2	-2	-4
O=C(C(Cl)c1ccccc1)N1CCCC1 (stereo not drawn)
  2	-1.6	-2	-3	-0.6	i	2	0	-1	-2
NC(=S)NNC(=O)[C@@H]1CCCC[C@@H]1C(=O)O
  0	-0.3	2	-1	-0.9	i	-3	0	-3	5
CN(Cc1nc2ccc(F)cc2[nH]1)Cc1c(C(=O)N(C)C)nc2ccc(Cl)cn12
  -1	-0.7	-1	-1	0.8	i	0	-3	-7	0
COc1cc(O)c(C(CCN2CCN(c3ccccc3)CC2)c2ccc(N(C)C)cc2)c(OC)c1 (stereo not drawn)
  3	2.3	5	2	-0.1	i	-14	8	-2	1
O=C(CSc1nnnn1Cc1ccccc1)NCC(=O)c1ccccc1
  14	0.2	2	-8	0.5	i	11	-3	-13	-2
CCOc1ccc(Cn2c(=O)oc3ccccc32)cc1
  -1	1.6	-8	8	2.2	i	-1	-1	-18	1
CCCCOCCCNC1=NCCCCC1
  -3	-0.7	1	6	-0.2	i	6	-1	-6	0
O=C(NCCN1CCOCC1)c1ccccc1Cl
  8	-2.4	1	-6	-0.8	i	-2	6	-5	0
CCOC(=O)C(Cc1ccccc1)NC(=O)Cn1nnc(-c2ccccc2)n1 (stereo not drawn)
  -2	0.7	-1	-5	-0.4	i	2	-1	0	0
O=C(NCCC1=CCCCC1)C1CCCN(S(=O)(=O)c2cccc3cccnc23)C1 (stereo not drawn)
  -1	0.4	3	-16	-1.9	i	0	-2	3	0
CC(C)(C)NC[C@@H](O)COc1cccc2c1CCCC2=O
  -6	0.1	-1	-3	-1.0	i	3	3	-14	-1
COc1ccc(N=c2oc3cc(O)ccc3cc2C(=O)NCC2CCCO2)cc1 (stereo not drawn)
  5	0.4	9	-7	-0.5	x	1	-13	-2	2
CC1=CC(C)(C)N(C(=O)CSc2nnc(C)s2)c2ccc(C)cc21
  17	-0.7	-2	-12	0.2	i	0	3	-8	1
CCN(CC)S(=O)(=O)c1ccc(C(=O)Nc2ccc(C(F)(F)F)n(C)c2=O)cc1
  12	-0.4	-1	0	-0.1	i	1	-11	-2	-1
COc1ccc(CNC(=O)[C@@H]2CC=C[C@@H]3CCN(C4CC4)C(=O)[C@@H]32)cc1
  7	-0.3	1	26*	-0.3	i	2	7	1	-3
OC(CN1CCN(c2ccccn2)CC1)Cn1c2ccc(Cl)cc2c2cc(Cl)ccc21 (stereo not drawn)
  -5	7.6	27	-2	-0.8	i	-19	2	8	0
COc1cccc(/C=C2/Sc3ccc(C(=O)NCCN4CCCC4)cc3NC2=O)c1
  -18	-6.6	-9	0	-0.4	i	-16	-106	-7	2

Grouped by structure, the entries above with a tert-butyl group (2)
Second line of a record: SKN-1 block	LMPTP inh	NadD inh	CendR NRP1 mod	TbMetRS inhib	Neddylation inh	DNMT1 block	SUMO1-SIM PPI	Scp-1 inhibitor	STEP inh
CC(C)(C)SCCNC(=O)/C=C/c1cccc([N+](=O)[O-])c1
  2	-1.5	1	12	-0.2	i	0	-22	-5	-1
CC(C)(C)NC[C@@H](O)COc1cccc2c1CCCC2=O
  -6	0.1	-1	-3	-1.0	i	3	3	-14	-1

The listing continues:
Second line of a record: SKN-1 block	LMPTP inh	NadD inh	CendR NRP1 mod	TbMetRS inhib	Neddylation inh	DNMT1 block	SUMO1-SIM PPI	Scp-1 inhibitor	STEP inh
O=C(Cc1ccccc1)NC1(O)C(=O)c2ccccc2C1=O
  16	-0.5	1	3	1.1	i	15	-12	2	-2
O=C(NCC(c1ccco1)N1CCOCC1)c1cccc([N+](=O)[O-])c1 (stereo not drawn)
  -5	-1.2	-6	-5	-0.8	i	-1	-29	-9	-5
COc1ccccc1C(=O)NNC(=O)c1ccc(Br)o1
  5	0.5	1	12	-0.1	i	0	1	-7	-2
CCCCn1nnc(NC(=O)c2sc3cc(Cl)ccc3c2Cl)n1
  15	-0.5	-4	2	-1.0	i	1	-7	-15	-2
COc1ccc(Cl)cc1NC(=O)CN(C)C(=O)CN1C(=O)NC(C)(C)C1=O
  12	-1.0	-3	13	-0.2	i	1	-1	-8	3
C/C(=N\Nc1ncc(Cl)cc1Cl)c1ccc(C#N)cc1
  -7	-1.0	-6	8	-1.4	i	6	-8	-1	0
COc1cc(/C=C/C(=O)N2CCCN(C(=O)/C=C/c3cc(OC)c(OC)c(OC)c3)CC2)cc(OC)c1OC
  6	1.3	9	0	-0.9	i	4	-3	-7	0
Cc1cc(N2CCN(C)CC2)n2cc(-c3ccc(F)cc3)nc2n1
  18	-1.8	2	-4	-0.9	x	-1	0	-6	-5
O=C(Cc1ccc(F)cc1)Nc1ccc(S(=O)(=O)N2CCCC2)cc1
  3	-0.2	-5	1	0.3	i	2	1	-7	0
Cc1ccc(OCC(=O)N/N=C\c2ccc(O)cc2)c([N+](=O)[O-])c1
  -8	-0.5	-4	1	-0.8	i	-5	-5	-3	-1
O=C(Nc1cccc([N+](=O)[O-])c1)c1ccc(CSc2ccccc2)cc1
  7	2.5	6	12	-1.2	i	-20	-2	-6	1
O=C1NC[C@H](Cc2ccccc2)N(CCc2cc(C(F)(F)F)cc(C(F)(F)F)c2)C1=O
  -15	-0.8	0	6	-1.1	i	x	5	x	x
CC12CCC(=O)N1C(C(=O)Oc1cccc(F)c1)CS2 (stereo not drawn)
  15	-0.4	-6	-1	-0.3	i	4	-1	x	-3
COc1ccc(NC(=O)CSc2ccc(-c3cccs3)nn2)c(OC)c1
  -5	1.0	-5	2	-1.5	i	-3	2	1	0
Cc1cccc(NC(=O)Cn2cc(C(=O)c3ccco3)c3ccccc32)c1
  -12	1.8	-2	-16	5.5	i	-5	-2	-21	5
COc1ccc(OC)c(-c2nn(-c3ccccc3)cc2C(=O)NC2(C)CCS(=O)(=O)C2)c1 (stereo not drawn)
  6	-1.4	-2	5	-0.1	i	-1	13	x	-4
Cc1ccccc1NC(=O)COC(=O)CCc1c[nH]c2ccccc12
  -7	0.2	-11	7	0.5	i	2	-1	-1	4
O=C1OCC(CO)(CO)N=C1NNc1ccc(Cl)c(Cl)c1
  12	-0.4	0	1	-0.3	i	8	-3	0	2
C/C(=N/NC(=O)c1ccncc1)C1=C(O)CC(C)(C)CC1=O
  2	-2.1	-3	3	-0.3	i	0	-1	-2	-3
CCC(C)C(=O)Nc1ccc(S(=O)(=O)N2CCCC2)cc1 (stereo not drawn)
  2	-1.1	5	0	-1.2	i	-1	5	-2	-1
CCOc1ccc(NC(=O)CSc2nnc(C)n2CC)cc1
  12	-3.0	-3	13	-0.9	i	-2	1	-5	-2
Cc1cc(C)cc(NC(=O)CN2C(=O)COc3ccc(S(=O)(=O)N4CCCC4)cc32)c1
  -3	-1.3	0	-2	-0.1	i	-1	5	-5	0
COc1ccc(OC)c(NC(=O)CN2C(=O)C(=O)N(Cc3ccccc3)C2=O)c1
  -2	0.1	-4	11	0.1	i	-3	-6	-6	0
OC1(c2cccs2)CN(c2ccc(Cl)cc2)C2=[N+]1CCCC2 (stereo not drawn)
  2	-2.1	-3	2	-0.6	i	1	0	-7	-4
CC(C)c1ccc(/C=N/N2CCN(c3ccccn3)CC2)cc1
  0	2.0	13	-1	-0.1	i	-43	-4	-4	6
COCCNC(=O)C(c1cccnc1)N(Cc1ccc(C)cc1)C(=O)Cn1nnc2ccccc21 (stereo not drawn)
  4	-1.1	-6	3	-0.2	i	0	-1	0	-2
CCc1cccc(C)c1NC(=O)CCN1C(=O)NC(C)(C)C1=O
  -7	-1.6	-4	2	-0.5	i	1	0	-8	0
O=C(N/N=C/c1ccc(OC(F)F)cc1OC(F)F)NC1CCCCC1
  20	2.8	-10	1	0.7	i	-4	-5	-8	-1
COc1ccc(Cn2nnnc2C(c2cc3cc(C)ccc3[nH]c2=O)N2CCN(C)CC2)cc1 (stereo not drawn)
  3	1.4	-3	-11	-1.3	i	2	-4	-2	-1
Cc1c(C)c2ccc(OCC(=O)NCCCN3CCCC3=O)cc2oc1=O
  -2	1.7	-2	8	0.5	x	2	-6	0	0
